Epigenetic reg = regulators of epigenetic silencing causing reporter derepression in mouse cells; AID 1865; 0.2% of 280,000 active; Potency, µM (titrated, usually from 53.9 µM), for the others: top-dose GFP activation, most hits filed as activators; murine LDR cells, GFP reporter derepression, 30 h; also: potency is read from the fitted curve at half-maximal effect; % of control where 0% means no effect; nearly all actives have a fitted effect of over 60% in size
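Murine LDR cells carrying a silenced, genomically integrated CMV-driven GFP reporter were exposed to compound for 30 hours at 37 C. After PBS washes, GFP-positive cells (20–120 um objects) were counted by laser-scanning microplate cytometry.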
KinaseGlo FLuc = blocks Kinase-Glo luciferase, a counter-screen artifact; Q27757; Kinase-Glo luciferase, ATP luminescence, 8 min; Potency, µM (doses to about 38.3 µM), for inactives: at the top dose activity change, negative = inhibition, most hits filed as inhibitors; 0.28% of 200,000 active; also: potency is read from the fitted curve at half-maximal effect; % is scaled to controls: 0 for no effect and ±100 for the full control effect; nearly all actives have a fitted effect of over 60% in size
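Luminescence was the read-out, taken after 8-minute incubation at ambient temperature. Luciferase turned over luciferin with 10 uM ATP in imidazole pH 7.2 buffer containing KCl, MgCl2, Tween 20 and BSA.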
aGal spleen mod = inhibits or activates alpha-galactosidase in human spleen homogenate; 0.008% of 240,000 active; P06280; AID 2107; Potency, µM (top dose mostly 80 µM), for inactives: at the top dose activity change, negative = inhibition, actives largely listed as inhibitors; human spleen homogenate, 4MU-alpha-Gal fluorescence, 40 min;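 also: potency is read from the fitted curve at half-maximal effect; 0% = enzyme with vehicle and -100% = no enzyme basal signal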
Target sequence (P06280 32-429 limits assumed): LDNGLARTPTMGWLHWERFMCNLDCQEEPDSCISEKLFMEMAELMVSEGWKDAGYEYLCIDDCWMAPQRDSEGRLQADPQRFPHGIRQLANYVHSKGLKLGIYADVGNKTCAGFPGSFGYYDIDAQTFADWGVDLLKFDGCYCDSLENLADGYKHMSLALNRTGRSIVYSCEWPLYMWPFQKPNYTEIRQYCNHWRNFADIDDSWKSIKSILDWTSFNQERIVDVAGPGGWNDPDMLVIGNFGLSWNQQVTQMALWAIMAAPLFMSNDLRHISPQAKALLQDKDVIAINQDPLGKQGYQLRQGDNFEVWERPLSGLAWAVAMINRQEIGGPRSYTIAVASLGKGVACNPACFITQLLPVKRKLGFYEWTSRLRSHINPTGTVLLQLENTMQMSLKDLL
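Human spleen homogenate (1 ug) was the enzyme source, with 4-methylumbelliferyl-alpha-D-galactopyranoside (1 mM final) in pH 5.0 citrate buffer with 0.01% Tween-20. Compounds were titrated; after 40 min at 37C, NaOH/glycine stop, 4-MU fluorescence read; AC50 from Hill fits.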
NPSR antag = blocks cAMP signaling of the human neuropeptide S receptor; Q6W5P4; CHO-NPSR cells, cAMP TR-FRET, antagonist mode; Potency, µM (titrated, usually from 38.3 µM), without a hit: at the top dose activity change, negative = inhibition, most hits filed as inhibitors; 1% of 220,000 active; also: potency is read from the fitted curve at half-maximal effect; % is scaled to controls: 0 for no effect and ±100 for the full control effect; nearly all actives have a fitted effect of over 50% in size; many of its hits are not listed in these tables
Target sequence (Q6W5P4 whole entry, looked up): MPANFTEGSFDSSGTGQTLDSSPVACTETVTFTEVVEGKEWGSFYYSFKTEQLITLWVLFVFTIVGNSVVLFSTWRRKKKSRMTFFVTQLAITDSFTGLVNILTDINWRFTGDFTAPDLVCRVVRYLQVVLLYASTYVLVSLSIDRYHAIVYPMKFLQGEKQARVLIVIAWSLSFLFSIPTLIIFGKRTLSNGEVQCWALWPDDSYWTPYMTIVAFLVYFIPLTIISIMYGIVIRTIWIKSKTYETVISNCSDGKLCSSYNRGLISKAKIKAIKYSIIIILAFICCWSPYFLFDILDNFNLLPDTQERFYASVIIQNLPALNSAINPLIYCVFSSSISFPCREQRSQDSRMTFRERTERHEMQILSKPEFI
CBFb RUNX1 block = blocks binding between human CBF-beta and RUNX1. Q01196+Q13951. AlphaScreen CBFb-His/RUNX1-biotin binding, biochemical. Potency, µM (top dose mostly 59.8 µM), inactives show at the highest dose activity, negative = inhibition, most hits filed as inhibitors. 230,000 tested, under 10 active. AID 1477; also: % of control where 0% means no effect
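Inhibition was taken as any reduction in AlphaScreen signal from the CBF-beta–RUNX1 pair (His and biotin tags, 30 nM each), measured after compound (15 min) and bead (90 min) incubations at room temperature.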
Lamin A splicing = modulators of lamin A splicing; HeLa LMNA splicing GFP/RFP minigene ratio, 48 h; Potency, µM (highest dose often 46.1 µM), for inactives: at the highest dose ratio change, negative = inhibition, hits mostly inhibitors; 0.01% of 200,000 active; active = well fitted inhibition curve with a large enough effect in the signal ratio, with a control signal flat, not every such curve was filed as active; inconclusive = small, poorly fitted or top-dose-only effect, or effect the other way, or a change in a side signal; the % refers to the signal ratio; also: potency is read from the fitted curve at half-maximal effect; % is scaled to controls: 0 for no effect and ±100 for the full control effect
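Read-out is the ratio of GFP to DsRed2 object intensity, acquired by 488 nm laser-scanning cytometry on HeLa lamin A-EGFP minigene reporter cells. Compound incubation 48 hrs at 37 °C in Opti-MEM with 2% FBS; DMSO 0.5% final.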
IMPase Li cell = cell-permeable IMPase inhibitors with lithium potentiation; CHO-M1 cells, IP1 TR-FRET (IP-One), carbachol + lithium; Potency, µM (series often up to 59.4 µM), for inactives: top-dose activity, negative = IMPase inhibition, hits mostly inhibitors; 0.35% of 210,000 active; AID 1457;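 also: IP1 builds up when IMPase is blocked and the TR-FRET signal falls; potency is read from the fitted curve at half-maximal effect; plate controls were basal vehicle for no effect and high inhibitor control for full effect; nearly all actives have a fitted effect of over 50% in size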
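Lithium-sensitised IP1 accumulation assay; M1-expressing CHO cells treated 30 min at 37C with compound. Competitive antibody detection by time-resolved FRET followed a 10 min room-temperature lysis step.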
Starred values were filed as active, the others as inactive; ? = inconclusive; . = not tested or not shown; & = joins results of further samples; [ ] = another dose, or the depositor's remark. Unless noted, calls follow the shape of the dose curve; as a rule, active = well fitted curve in the direction sought with a large enough effect; inconclusive = small, poorly fitted or top-dose-only effect, or another doubt; inactive = no such curve, though single readings can be large; an effect the other way counts as inactive or inconclusive.

Compound,Epigenetic reg,NPSR antag,aGal spleen mod,Lamin A splicing,CBFb RUNX1 block,IMPase Li cell,KinaseGlo FLuc
CCCn1c(C)nc2c(N(CCN(CC)CC)CCN(CC)CC)nc(C)nc21,-0.2%,.,8%,.,12%,9%,-7%
NC[C@@H](O)c1ccc(O)c(O)c1,4.0%,.,14%&5%,.,.,10%,-10%
CCC(=O)NNc1nc2c(C)cc(C)cc2s1,-2.0%,27%,-3%,.,10%,-5%,0%
O=S(=O)(Nc1nccs1)c1ccc(F)cc1,1.0%,-9%,9%,.,-11%,-1%,0%
CCOC(=O)c1cc2sccc2n1CC(=O)N1c2ccccc2CC1C (centres undefined),1.0%,-12%[46.1 µM],8%,11%,1%,16%[38.3 µM],-3%
O=C(CNCc1cccc2ccccc12)Nc1ccccc1[N+](=O)[O-],-0.3%,-3%,1%,-14%[46 µM],-13%,11%,7%
CCN(CC)c1ccc(/C=N/NC(=O)CN2CCCc3ccccc32)cc1,-0.1%,-45%,-23%,0%,?,9%,2%
COC(=O)c1[nH]c2cc(OC)ccc2c1NC(=O)CN1CCC(C(N)=O)CC1,-1.1%,-3%[46.1 µM],0%,1%,-2%,1%[38.3 µM],0%
CNC(=O)CCC(=O)Nc1ccc(C)cc1,-1.1%,14%,-4%,.,-2%,-3%,0%
Cc1ccc(C(=O)O)cc1NC(=S)NC(=O)c1ccc(-c2ccc(Cl)cc2)o1,-1.5%,-33%,5%,.,6%,.,.
CNC(=S)NNC(=O)CSCc1c(Cl)cccc1Cl,1.6%,5%,4%,.,-1%,.,.
CCOC(=O)N1CCN(S(=O)(=O)c2ccc(C)c([N+](=O)[O-])c2)CC1,0.0%,2%,4%,.,-5%,0%,-2%
COC(=O)c1ccc(N=NNc2cccc(Br)c2)cc1,7.6%,-7%,0%,-9%,-11%,3%,-2%
COCCOC(=O)c1c(C)oc2ccc(OC(=O)c3c(OC)cccc3OC)cc12,-4.1%,-20%[46.1 µM],-4%,-12%,13%,25%[38.3 µM],4%
O=C(CCCc1nc(-c2ccc(Cl)cc2)no1)N1CCOCC1,-1.0%,14%,3%,?,-6%,11%,-1%
CS(=O)(=O)N(CC(=O)NCC1CCCO1)c1cc(Cl)c(Cl)cc1Cl (centres undefined),4.2%,1%,1%,14%[46 µM],5%,-3%,-1%
NS(=O)(=O)c1ccc(CCNC(=O)c2ccc(C#CC3(O)CCCCC3)cc2)cc1,12%,13%,-6%,.,6%,15%,0%
Cc1c(-c2ccccc2)oc2c(C(=O)OCC(=O)Nc3ccc(C(N)=O)cc3)cccc2c1=O,0.0%,11%,-10%,?,2%,3%,-1%
CSCCC(NC(=O)c1ccc([N+](=O)[O-])cc1Cl)C(=O)OCC(=O)C12CC3CC(CC(C3)C1)C2 (centres undefined),0.0%,-28%,1%,-4%,-12%,16%,1%
Cc1ccccc1N1CC(C(=O)O)CC1=O (centres undefined),0.0%,-11%,0%,.,3%,24%,-1%
O=C(CSc1nc2ccccc2[nH]1)NCc1ccc2c(c1)OCO2,3.1%,12%,-1%,-2%,-6%,-7%,3%
CC1=C(C)CC(C(=O)NC(C)CCc2ccccc2)C(C(=O)O)C1 (centres undefined),0.0%,-12%,5%,-19%[46 µM],-6%,0%,-2%
CCCc1cc(=O)[nH]c(SCC(=O)Nc2c(C)cccc2C)n1,2.8%,-9%[46.1 µM],3%,14%,0%,5%[38.3 µM],1%
O=C(Nc1ccccc1)c1cc2ccccc2c(=O)s1,-1.0%,-9%,-4%,?,12%,-2%,-6%
Cc1cccc(C)c1C(=O)N[C@@H](Cc1ccccc1)C(=O)O,-1.5%,-12%,5%,.,1%,-6%,.
O=C(NCc1ccccc1)N1CCC(CO)(Cc2cccc(F)c2)CC1,1.6%,6%,5%,.,3%,.,.
CCCCCC#CC[C@@H](O)/C=C/C=C/C=C\[C@@H](O)CCCC(=O)O,-1.1%,.,1%,.,9%,14%,-4%
O=[N+]([O-])c1cnn2cc(Br)cnc12,0.0%,10%,-4%,-6%[9.22 µM],7%,-9%,1%
O=C(CN(CCc1ccccc1)C(=O)CNS(=O)(=O)c1ccc(F)cc1)NCC1CCCO1 (centres undefined),0.0%,-8%[46.1 µM],15%,1%,4%,9%[38.3 µM],-5%
O=C(NCCN1CCCCCC1)C1CCCN1S(=O)(=O)c1cccc2nsnc12 (centres undefined),7.6%,15%,2%,.,10%,.,.
COC(=O)c1ccc(Sc2ccc(F)cc2)c(N)c1,1.8%,-16%[46.1 µM],4%,-2%,10%,2%[38.3 µM],1%
O=C1NC(=Nc2cccnc2)S/C1=C/c1ccc(F)cc1,4.5%,-21%,2%,.,11%,.,.
CCOc1ccc(OCCCCn2cnc3ccccc3c2=O)cc1,-2.3%,-20%,-2%,.,-7%,12%,5%
COc1ccc2c(c1)C(c1ccc(C)cc1)CC(=O)O2 (centres undefined),-1.6%[96.6 µM],.,-4%[119 µM],.,-3%[89.1 µM],3%,-2%[39.9 µM]
COc1cc(OC)cc(-c2nnc(SCC(=O)N3CCCc4ccccc43)o2)c1,4.5%,?,-4%,?,0%,?,5%
CCCCN1C(=O)C(O)(CC(=O)c2c(C)coc2C)c2ccccc21 (centres undefined),1.1%,-7%,0%,-15%[46 µM],-4%,-5%,1%
CN(C[C@H](CC1CCCCC1)N(C[C@H](Cc1ccccc1)N(CCc1ccccc1)N=O)N=O)N=O,-0.7%,18%,13%,.,2%,6%,.
Cn1cc(SCC(=O)Nc2ccc3c(c2)OCCO3)c2ccccc21,-1.7%,-9%[46.1 µM],-25%,-6%,-2%,24%[38.3 µM],0%
Cc1nn(Cc2ccccc2)c(N)c1-c1ccccc1,1.0%,-7%[46.1 µM],-1%,-1%,3%,2%[38.3 µM],0%
O=C(Nc1ccccc1-c1nnc(SCc2ccc(Cl)cc2Cl)o1)c1ccccc1,0.0%,4%,5%,?,6%,-6%,-3%
CCc1cccc(C)c1NC(=O)COC(=O)c1c2c(nc3ccccc13)/C(=C\c1cccs1)CCC2,0.0%,-26%,4%,?,?,-3%,0%
COC(=O)Nc1csc2c1NC(=O)CCCC2,2.0%,-8%,9%,.,-4%,.,.
COc1cc(/C=C2\SC(=S)N(Nc3ccccc3)C2=O)ccc1O,0.0%,-33%,-3%,-7%,-4%,13%,-10%
O=C(O)CCCCCNc1ccc2nsnc2c1[N+](=O)[O-],0.0%,-2%,11%,-6%,-4%,-5%,-5%
N#C/C(=C\C1=C(N2CCOCC2)C(=C\c2ccccc2)/CC1)C(=O)Nc1ccccc1F,-1.5%,-13%,9%,-9%,-14%,-8%,-14%
O=C1S/C(=C/c2ccc(N3CCOCC3)o2)C(=O)N1Cc1ccc(F)cc1,14µM*,-18%[46.1 µM],-6%,5%,0%,-17%[38.3 µM],-6%
O=C(CCC1CCCN(C(=O)c2ccc3cc[nH]c3c2)C1)N1CCN(c2ccccn2)CC1 (centres undefined),1.7%,-15%,-4%,16%[46 µM],3%,8%,3%
COc1ccc2cc(C3CC(c4ccco4)=NN3S(C)(=O)=O)c(Cl)nc2c1 (centres undefined),-0.3%,1%[7.67 µM],4%,.,-6%,.,.
Nc1ccn([C@@H]2O[C@H](CO)[C@@H](OP(=O)(O)O)[C@H]2O)c(=O)n1,-4.1%,.,0%,.,7%[21.7 µM],2%,11%
Cc1nnc(SCC(=O)c2c(N)n(C)c(=O)n(C)c2=O)n1Cc1ccccc1,2.1%,11%[7.67 µM],10%,-11%,3%,7%[38.3 µM],-3%

Fetched by structure from the entries so far:
Compound,Epigenetic reg,NPSR antag,aGal spleen mod,Lamin A splicing,CBFb RUNX1 block,IMPase Li cell,KinaseGlo FLuc
CCCCCC#CC[C@@H](O)/C=C/C=C/C=C\[C@@H](O)CCCC(=O)O,-1.1%,.,1%,.,9%,14%,-4%
O=C(NCc1ccccc1)N1CCC(CO)(Cc2cccc(F)c2)CC1,1.6%,6%,5%,.,3%,.,.

The listing continues:
Compound,Epigenetic reg,NPSR antag,aGal spleen mod,Lamin A splicing,CBFb RUNX1 block,IMPase Li cell,KinaseGlo FLuc
CCCCc1ccc(N=N/C(C(=O)Nc2ccc(NC(C)=O)cc2OC)=C(/C)O)cc1,1.0%,-1%[46.1 µM],5%,-3%,-14%,8%[38.3 µM],-1%
CN(c1ccc(C(=O)Nc2cccnc2)cc1)S(C)(=O)=O,0.0%,-4%[46.1 µM],-8%,-8%,6%,1%,0%
O=C(O)CCCCCN1C(=O)/C(=C\c2cn(-c3ccccc3)nc2-c2cccs2)SC1=S,-1.0%,-59%,3%,.,-6%,.,.
CC(C)C(=O)N1CCN(c2ccccc2NC(=O)c2cc([N+](=O)[O-])ccc2N2CCOCC2)CC1,-1.2%,-27%,-3%,.,16%,8%,2%
C#CCOCCOCCOCCNc1nc(N2CCN(C(=O)C([C@@H](C)CC)n3cc(C(N)Cc4ccc(O)cc4)nn3)CC2)nc(N2CCN(C(=O)[C@H](CCC(=O)O)n3cc(C(N)CC(C)C)nn3)CC2)n1 (some centres undefined),1.3%,-23%,3%,.,8%,-5%,.
O=C(CN1C(=O)NC2(CCCC2)C1=O)Nc1ccccc1F,-1.0%,-1%[46.1 µM],7%,4%,3%,-5%[38.3 µM],-1%
Cc1cc(NS(=O)(=O)c2ccc(Cl)cc2)nn1CC(=O)NCc1ccco1,0.0%,-16%[46.1 µM],-8%,7%,10%,9%[38.3 µM],0%
CCC(C)(C)NC(=O)C1CCN(S(=O)(=O)c2cccs2)CC1,-2.2%,-4%,1%,.,-10%,-6%,1%

Some of the compounds tested; rates above refer to the full screens.
